Source: PubChem BioAssay
NSD2 block: inhibitors of human NSD2, primary screen, biochemical, plate reader, single point. hit rate 0.07% among 44,000. AID 624260, 2012. inhibition, % at 12.5 µM. NSD2-SET H3K36me1 DELFIA fluorescence. Histone-lysine N-methyltransferase NSD2 (Homo sapiens), O96028; in the data active means inhibition above about 54%, passing the limit was not always enough;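 further: inhibitors reduce the monomethyl H3K36 fluorescence signal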
Active calls of the source: *. Some of the compounds tested. The share of hits here may be higher or lower than overall.

SMILES	NSD2 block
CN1CCCCC1c1ccc(-c2cccnc2)nc1 (stereo unspecified)	3
O=C(NC(=O)c1ccccc1Cl)Nc1ccc2c(c1)S(=O)(=O)C=C2	0
COP(=S)(OC)SCn1nnc2ccccc2c1=O	4
O=C1Nc2cc(Cl)c(Cl)cc2N2CCNCC12 (stereo unspecified)	4
CC(C)[C@H]1C(=O)N2CCC[C@H]2[C@]2(O)O[C@](NC(=O)[C@@H]3C=C4c5cccc6[nH]cc(c56)C[C@H]4N(C)C3)(C(C)C)C(=O)N12	-1
O=c1[nH]c(=O)n(-c2ccccc2F)c(O)c1C=NCCC1=CCCCC1	-2
CC1CCCCCC(=O)c2c(O)cc(O)cc2CC(=O)O1 (stereo unspecified)	4
CC(C)(C)c1cc(C=C(C#N)C#N)cc(C(C)(C)C)c1O	1
CO[C@H]1[C@@H](O)[C@@H](C)O[C@@H](OC2CCC3(C)C(CC[C@@H]4[C@@H]3CCC3(C)C(C5=CC(=O)OC5)C(O)CC43O)C2)[C@@H]1O (stereo partly specified)	-7
CSC1=NN1c1cc(C)nc(N)n1	-3
C[C@@H]1CN([C@H](C)CO)C(=O)CCCn2cc(nn2)CO[C@@H]1CN(C)C(=O)Oc1ccc2ccccc2c1	2
COC(=O)C1=COC(C)C2CN3CCc4c([nH]c5cc(OC)ccc45)C3CC12 (stereo unspecified)	-1
C/C=C(\C)C(=O)OC1C(C)=C2C(C1OC(=O)CCCCCCC)C(C)(OC(C)=O)CC(OC(=O)CCC)C1(O)C2OC(=O)C1(C)O (stereo unspecified)	3
CC(C)Nc1nc(Cl)nc(NC(C)C)n1	8
O=C1NC(=O)c2c1c1c3ccccc3[nH]c1c1[nH]c3ccccc3c21	3
C=C(C)CN1CC[C@]23c4c5ccc(O)c4O[C@H]2c2[nH]c4ccccc4c2C[C@@]3(O)C1C5	-3
CCN1C[C@]2(C)CC[C@H](O)[C@@]34C2[C@H](OC)C([C@@H]13)[C@@]1(O)C[C@H](OC)[C@H]2C[C@@H]4[C@@H]1[C@H]2O	1
OC[C@H]1O[C@@H](n2cnc3cc(Cl)c(Cl)cc32)C(O)[C@H]1O (stereo partly specified)	3
COC(=O)CC1(CC(=O)OC)C(=O)N(C)C(=O)N(C)C1=O	-1
CCc1ccc(NC2=NCCS2)cc1	2
CCC(CO)NC(=O)C1C=C2c3cccc4[nH]cc(c34)CC2N(C)C1 (stereo unspecified)	0
COC(=O)C12CC3CC(C(C)O)C1N(CCc1c2[nH]c2cc(OC)ccc12)C3 (stereo unspecified)	2
CCN1C[C@]2(C)CC[C@H](OC)[C@@]34C2[C@H](O)C([C@@H]13)[C@@]1(OC)C[C@H](OC)[C@H]2C[C@@H]4[C@@H]1[C@H]2O	-5
CCCN(CCC)CCc1c[nH]c2ccc(C(N)=O)cc12	2
C[C@H](CO)N1C[C@H](C)[C@H](CN(C)C(=O)Oc2ccc3ccccc3c2)OCc2cnnn2CCCC1=O	3
CC1=CC(=O)C2=C(C)C[C@H](O)[C@@H]3[C@H](OC(=O)[C@H]3C)[C@@H]12	0
COC(=O)C=CC(=O)NC1CCC2(O)C3Cc4ccc(O)c5c4C2(CCN3CC2CC2)C1O5 (stereo unspecified)	-6
Clc1ccc(C2CC3CCC2N3)cn1 (stereo unspecified)	-1
Cc1cc(OCc2cc(C(=O)O)oc2C)c2c3c(c(=O)oc2c1)CCCC3	-3
COc1cc2c(cc1O)[C@@H]1Cc3ccc(OC)c(O)c3CN1CC2	0
COc1cc2c(cc1O)C1Cc3ccc(OC)c(O)c3CN1CC2 (stereo unspecified)	2
NP(N)(=O)NC(=O)c1ccc(F)cc1	3
CO[C@H]1[C@H](O)[C@H](O[C@H]2CC[C@]3(C)C4CC[C@]5(C)[C@H](C6=CC(=O)OC6)CC[C@]5(O)C4CC[C@@H]3C2)O[C@@H](C)[C@@H]1O[C@@H]1O[C@H](CO[C@@H]2O[C@H](CO)[C@@H](O)[C@H](O)[C@H]2O)[C@@H](O)[C@H](O)[C@H]1O (stereo partly specified)	-1
NCC(CS(=O)(=O)O)c1ccc(Cl)cc1 (stereo unspecified)	0
C[C@@H]1CN([C@H](C)CO)C(=O)CCCn2nncc2CO[C@@H]1CN(C)C(=O)Oc1ccc2ccccc2c1	2
c1ccc2sc(C3(N4CCCC4)CCCCC3)cc2c1	4
Cc1ccc2c(c1)Cc1c(C(=O)NC3CCCCC3)nn(-c3ccc(Cl)cc3Cl)c1-2	3
c1ccc(C2CNCc3ccccc32)cc1 (stereo unspecified)	1
O=C1CCCC2C3CC(CN12)[C@@H]1CCCCN1C3 (stereo partly specified)	6
N#C[C@@H](OC1OC(COC2OCC(O)C(O)C2O)C(O)C(O)C1O)c1ccccc1 (stereo partly specified)	5
Cc1ccc2c(c1)-c1cc(C)nn1C(c1cccnc1)N2 (stereo unspecified)	-3
CC(N)Cc1ccc(O)cc1 (stereo unspecified)	2
COC1CC(O[C@H]2CC[C@@]3(C)C(CCC4C3CC[C@]3(C)C(C5=CC(=O)OC5)CCC43O)C2)OC(C)C1OC1OC(COC2OC(CO)C(O)C(O)C2O)C(O)C(O)C1O (stereo partly specified)	-6
N[C@H](CO)Cc1ccccc1	-2
CCN(CC)CCOC1CCC2(C)C(=CCC3C4CCC(=O)C4(C)CCC32)C1 (stereo unspecified)	0
c1cncc([C@H]2CCCCN2)c1	17
CC[C@@H](CO)NC(=O)[C@@H]1C=C2c3cccc4[nH]cc(c34)C[C@H]2N(C)C1	8
Cc1ccc2cc3c(ccc4ccccc43)c3c2c1CC3	-3
Cc1ccc2c(c1)C1(CCN(CCc3nc(-c4ccccc4)oc3C)CC1)OC(=O)N2	3
Nc1ccc(CCN2CCN(c3cccc(C(F)(F)F)c3)CC2)cc1	-1
C[C@H]1O[C@@H](O[C@H]2CC[C@]3(CO)C4CC[C@]5(C)[C@@H](C6=CC(=O)OC6)CC[C@]5(O)[C@@H]4CC[C@H]3C2)[C@H](O)[C@H](O)[C@@H]1O[C@@H]1O[C@H](CO)[C@@H](O)[C@H](O)[C@H]1O (stereo partly specified)	5
COC(=O)C1=CO[C@H](C)[C@@H]2CN3CCC4(C(=O)Nc5ccccc54)C3C[C@H]12 (stereo partly specified)	-2
CC(C)c1cc2c(cc1O)[C@@]1(C)CCCC(C)(C)[C@@H]1CC2O (stereo partly specified)	-8
O=C(NC(=O)c1c(F)cccc1F)Nc1cc(Cl)c(OC(F)(F)C(F)C(F)(F)F)cc1Cl (stereo unspecified)	-3
CCc1cccc(C)c1N(C(=O)CCl)C(C)COC (stereo unspecified)	2
COc1ccc(CC2C(=O)OCC2Cc2ccc3c(c2)OCO3)cc1OC (stereo unspecified)	3

Fetched by structure from above:
SMILES	NSD2 block
Nc1ccc(CCN2CCN(c3cccc(C(F)(F)F)c3)CC2)cc1	-1
O=C(NC(=O)c1c(F)cccc1F)Nc1cc(Cl)c(OC(F)(F)C(F)C(F)(F)F)cc1Cl (stereo unspecified)	-3
CC(C)c1cc2c(cc1O)[C@@]1(C)CCCC(C)(C)[C@@H]1CC2O (stereo partly specified)	-8

(further entries)
SMILES	NSD2 block
C[C@@H]1CN([C@H](C)CO)C(=O)CCCn2cc(nn2)CO[C@H]1CN(C)C(=O)Oc1ccc2ccccc2c1	9
CC(N)Cc1c[nH]c2ccc(OCc3cccs3)cc12 (stereo unspecified)	6
CC(CCc1ccc(O)cc1)O[C@@H]1O[C@H](CO[C@H]2OC[C@](O)(CO)[C@H]2O)[C@@H](O)[C@H](O)[C@H]1O (stereo partly specified)	37
CCCN(CCC)[C@@H]1CCc2cccc(O)c2C1	7
C=CCN1CCc2cccc3c2[C@H]1Cc1ccc(O)c(O)c1-3	-3
COC1CC(OC2CCC3(C)C(CCC4C3CCC3(C)C(C5=CC(=O)OC5)C(OC(C)=O)CC43O)C2)OC(C)C1OC1OC(COC2OC(CO)C(O)C(O)C2O)C(O)C(O)C1O (stereo unspecified)	0
C[C@@]12C[C@@H](c3ccoc3)OC(=O)C1CC[C@]1(C)[C@H]2[C@H]2C=C[C@]1(O)C(=O)O2 (stereo partly specified)	-3
COC(=O)C12CC3CC(C(C)O)C1N(CCc1c2[nH]c2ccc(OC)cc12)C3 (stereo unspecified)	18

Already shown: 21 of the compounds above.
SMILES	NSD2 block
Cc1ccc2c(c1)-c1cc(C)nn1C(c1cccnc1)N2 (stereo unspecified)	-3
CC(N)Cc1ccc(O)cc1 (stereo unspecified)	2
COC1CC(O[C@H]2CC[C@@]3(C)C(CCC4C3CC[C@]3(C)C(C5=CC(=O)OC5)CCC43O)C2)OC(C)C1OC1OC(COC2OC(CO)C(O)C(O)C2O)C(O)C(O)C1O (stereo partly specified)	-6
N[C@H](CO)Cc1ccccc1	-2
CCN(CC)CCOC1CCC2(C)C(=CCC3C4CCC(=O)C4(C)CCC32)C1 (stereo unspecified)	0
c1cncc([C@H]2CCCCN2)c1	17
CC[C@@H](CO)NC(=O)[C@@H]1C=C2c3cccc4[nH]cc(c34)C[C@H]2N(C)C1	8
Cc1ccc2cc3c(ccc4ccccc43)c3c2c1CC3	-3
Cc1ccc2c(c1)C1(CCN(CCc3nc(-c4ccccc4)oc3C)CC1)OC(=O)N2	3
Nc1ccc(CCN2CCN(c3cccc(C(F)(F)F)c3)CC2)cc1	-1
C[C@H]1O[C@@H](O[C@H]2CC[C@]3(CO)C4CC[C@]5(C)[C@@H](C6=CC(=O)OC6)CC[C@]5(O)[C@@H]4CC[C@H]3C2)[C@H](O)[C@H](O)[C@@H]1O[C@@H]1O[C@H](CO)[C@@H](O)[C@H](O)[C@H]1O (stereo partly specified)	5
COC(=O)C1=CO[C@H](C)[C@@H]2CN3CCC4(C(=O)Nc5ccccc54)C3C[C@H]12 (stereo partly specified)	-2
CC(C)c1cc2c(cc1O)[C@@]1(C)CCCC(C)(C)[C@@H]1CC2O (stereo partly specified)	-8
O=C(NC(=O)c1c(F)cccc1F)Nc1cc(Cl)c(OC(F)(F)C(F)C(F)(F)F)cc1Cl (stereo unspecified)	-3
CCc1cccc(C)c1N(C(=O)CCl)C(C)COC (stereo unspecified)	2
COc1ccc(CC2C(=O)OCC2Cc2ccc3c(c2)OCO3)cc1OC (stereo unspecified)	3
C[C@@H]1CN([C@H](C)CO)C(=O)CCCn2cc(nn2)CO[C@H]1CN(C)C(=O)Oc1ccc2ccccc2c1	9
CC(N)Cc1c[nH]c2ccc(OCc3cccs3)cc12 (stereo unspecified)	6
CC(CCc1ccc(O)cc1)O[C@@H]1O[C@H](CO[C@H]2OC[C@](O)(CO)[C@H]2O)[C@@H](O)[C@H](O)[C@H]1O (stereo partly specified)	37
CCCN(CCC)[C@@H]1CCc2cccc(O)c2C1	7
C=CCN1CCc2cccc3c2[C@H]1Cc1ccc(O)c(O)c1-3	-3

Going on with the list.
SMILES	NSD2 block
C[C@]12N[C@H](Cc3ccccc31)c1ccccc12	-5
CCOC(=O)c1ncn2c1C1CCCN1C(=O)c1cc(OC)ccc1-2 (stereo unspecified)	-1
COc1ccc2c3c1O[C@H]1[C@@H](O)C=C[C@H]4C(C2)N(C)CCC341 (stereo partly specified)	-2
CCC1CN2CCC3(C(=O)Nc4cccc(O)c43)C2CC1/C(=C/OC)C(=O)OC (stereo unspecified)	0
CCOC(=O)[C@@H]1[C@@H]2NC(=O)N(C)[C@@]1(COCc1ccc(OC)cc1)Oc1ccccc12	-7
FC(F)(F)c1cccc(N2CCNCC2)c1	-5
COc1ccc(OC(=O)N(C)C[C@@H]2OCc3cnnn3CCCC(=O)N([C@H](C)CO)C[C@@H]2C)cc1	14
Clc1ccc(C(c2ccc(Cl)cc2)C(Cl)(Cl)Cl)cc1	2
